Screening data: PubChem BioAssay, Sanford-Burnham Center for Chemical Genomics
ER stress death – ER stress cell death inhibition; relative survival (cellular ATP), % at 15 µg/mL (by protocol); 48,000 compounds, 0.33% hits; CSM14.1 thapsigargin ER stress survival, ATP luminescence;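 active = survival measured by cellular ATP above 50% at 15 µg/ml in the first screen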;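 note: cell death triggered by about 15 µM thapsigargin; ATP read 24 h after thapsigargin was added; plate controls were thapsigargin with DMSO for no effect and DMSO without thapsigargin for full effect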
Active calls of the source: *. Not all compounds are listed (hit frequency here may not be typical).

mol | ER stress death
Cc1ccc(C23CC4CC(CC(C(=O)NC5CCCCC5)(C4)C2)C3)cc1 | 5.9
O=C(Nc1ccc(Oc2ccc(NC(=O)C3CCCCC3)cc2)cc1)C1CCCCC1 | 20.1
CC(C)(C)C(=O)Nc1ccc(C(=O)Nc2cccc(I)c2)cc1 | -0.4
O=C(NCC1(c2ccccc2)CCOCC1)c1cccc(Cl)c1 | 4.1
COc1ccc(Br)cc1C(=O)Nc1nc(-c2ccccc2)cs1 | -0.3
O=[N+]([O-])c1cccc(/C=N/Nc2c(Cl)cc(Cl)cc2Cl)c1 | 7.0
Cc1ccc2cc(C)c(NCCO)nc2c1 | 7.2
Oc1ccc(Br)cc1CN1CCN(Cc2ccccn2)CC1 | -4.1
C/C(=C\c1ccccc1)C(=O)c1c(C)cc(C)[nH]c1=O | 22.1
N/C(=N\OC(=O)c1ccccc1I)c1cccnc1 | -6.8
CCOC(=O)/C(C(=O)Nc1ccc(Br)cc1)=C1\NC(C)(C)Cc2ccccc21 | 0.9
Cc1nnc(N/N=C/c2ccccc2Br)[nH]c1=O | -3.6
CCOc1ccc(NC(=O)CSc2nc3ccccc3[nH]2)cc1 | 8.3
COc1ccccc1NC(=O)C1=C(C)NC(=O)NC1c1ccc(C(C)C)cc1 (stereo not drawn) | 6.6
CC1=C(C(=O)OCc2ccccc2)C(c2ccccc2Cl)C2=C(CCCC2=O)N1 (stereo not drawn) | 7.8

Looked up by structure from above (three):
mol | ER stress death
CCOc1ccc(NC(=O)CSc2nc3ccccc3[nH]2)cc1 | 8.3
Oc1ccc(Br)cc1CN1CCN(Cc2ccccn2)CC1 | -4.1
C/C(=C\c1ccccc1)C(=O)c1c(C)cc(C)[nH]c1=O | 22.1

(cont.)
mol | ER stress death
Cc1ccc(C(=O)NC(=S)NCCCN2CCOCC2)cc1 | -1.6
COc1ccc(NC(=O)c2cc3cc(Br)ccc3oc2=O)c(OC)c1 | 6.1
O=C(COc1ccc(Br)cc1)N1CCCCC1 | 4.7
COc1ccc(Cl)cc1NS(=O)(=O)c1cccc([N+](=O)[O-])c1 | -1.5
CC(=O)N1c2ccccc2N(Cc2ccc([N+](=O)[O-])cc2)C(=O)C1(C)C | 4.6
COC(=O)c1ccc(C(=O)Nc2cc(Cl)ccc2Cl)cc1NC(=O)c1ccccc1C | 15.0
COC(=O)C1=C(C)NC(C)=C(C(=O)OC)C1c1ccc(OCC(N)=O)cc1 | 0.7
COc1ccc(C(=O)Nc2ccccc2C(=O)O)cc1[N+](=O)[O-] | 1.6
O=C(O)CCN1C(=O)/C(=C/C=C/c2ccc([N+](=O)[O-])cc2)SC1=S | 3.0
COc1ccc(/C=C2\SC(=S)N(C(C(=O)O)C(C)C)C2=O)cc1OC (stereo not drawn) | 6.6
O=C(N/N=C/c1ccc(Cl)cc1)c1cc(-c2ccc3ccccc3c2)n[nH]1 | -1.7
Cc1nc(C)c(/C(O)=C/c2nc3ccccc3[nH]c2=O)s1 | -5.1
CC(C)c1ccc(C(=O)NC2CC2)cc1 | -8.9
Cc1ccc(N2C(=O)c3cccc([N+](=O)[O-])c3C2=O)c(C)c1 | 7.9
COc1cccc(NC(=O)c2cc([N+](=O)[O-])ccc2Br)c1 | 1.2

Continuation:
mol | ER stress death
CCOc1cc(/C=N/NC(=O)c2cc(C)[nH]n2)ccc1Oc1ccc([N+](=O)[O-])cc1[N+](=O)[O-] | 1.2
O=C(NC(NC(=S)Nc1ccc(Cl)cc1Cl)C(Cl)(Cl)Cl)c1ccccc1Cl (stereo not drawn) | 6.1
O=C(Nc1ccccc1C(=O)N1CCN(Cc2ccccc2)CC1)c1ccc([N+](=O)[O-])cc1 | -2.9
COc1ccc(NC(=O)CN(c2ccc(F)cc2)S(=O)(=O)c2ccccc2)cc1OC | 5.5
CCCNC(=O)c1nn2c(C(F)(F)F)cc(-c3ccccc3)nc2c1Cl | 12.4
CCOc1ccc2cc(S(=O)(=O)N3CCC(C)CC3)ccc2c1 | 4.9
COc1cc(C2Nc3ccccc3NC3=C2C(=O)CC(c2ccc(Cl)cc2)C3)cc(OC)c1OC (stereo not drawn) | -0.6
COc1ccc(C2/C(=C(\O)c3ccc(Cl)cc3)C(=O)C(=O)N2CCCn2ccnc2)cc1 (stereo not drawn) | 13.0
COc1cccc(/C=N/NS(C)(=O)=O)c1 | 4.4
Cc1cc(Cl)ccc1OCC(=O)NNC(=O)c1cc(Cl)ccc1O | 9.4
COC(=O)C1=C(C)N(c2ccc(C)cc2)/C(=C\c2ccc(OCC(=O)Nc3ccccc3Cl)cc2)C1=O | -0.1
C#CCSc1nc2ccccc2n1C(=O)/C=C/c1ccco1 | 0.2
O=C(N=Nc1c(O)n(CN2CCCCC2)c2ccccc12)c1ccncc1 | -3.4
CN(C)c1ccc(CNC(=O)C(O)(c2ccc(F)cc2)c2ccc(F)cc2)cc1 | -1.8
CC(=O)Cc1c(C(=O)O)c(C)nn1-c1ccccc1 | -4.5

Carrying on:
mol | ER stress death
Cc1cccc(/C=C2/SC(=S)N(C)C2=O)c1 | 12.9
CCOc1ccccc1NC(=O)CC1Sc2ccc(C(F)(F)F)cc2NC1=O (stereo not drawn) | 1.6
O=C(CCCOc1ccccc1)Nc1ccccc1F | 5.6
C=CCc1ccccc1OCCn1cc(C=C2C(=O)NC(=O)NC2=O)c2ccccc21 | -1.3
CC(C)(C)OC(=O)NNC(=O)C12CC3CC(CC(C3)C1)C2 | 1.2
CNc1oc(-c2ccccc2)nc1S(=O)(=O)c1ccccc1 | -0.1
Cc1sc(N/N=C/c2ccccc2)nc1-c1ccccc1 | 6.8
COc1cc(NC(=O)c2cnccn2)c(OC)cc1Cl | 1.5
Cc1cc(Cl)ccc1OCC(N)=O | -0.9
COc1ccc(N2C(=O)S/C(=C\c3ccc(O)c(OC)c3)C2=O)cc1 | 9.1
COc1ccc(/C=N/NC(=O)C(=O)NCc2ccc(Cl)cc2)cc1 | 15.6
O=C1C2C3C=CC(C3=C3CCCCC3)C2C(=O)N1c1ccc(Cl)c(Cl)c1 (stereo not drawn) | 6.1
CCOC(=O)C1=C(C)N=c2s/c(=C\c3ccc(OC)cc3)c(=O)n2C1c1ccc(OC)cc1 (stereo not drawn) | 5.7
N#Cc1ccccc1N=Cc1ccc(Cl)cc1Cl | 2.2
COc1cc(C2Nc3ccccc3C(=O)N2c2ccc(C)cc2)cc(OC)c1OC (stereo not drawn) | -1.9

Shown as labelled records: part of the list above
COc1cc(C2Nc3ccccc3C(=O)N2c2ccc(C)cc2)cc(OC)c1OC (stereo not drawn)
  ER stress death: -1.9

CN(C)c1ccc(CNC(=O)C(O)(c2ccc(F)cc2)c2ccc(F)cc2)cc1
  ER stress death: -1.8

Cc1cccc(/C=C2/SC(=S)N(C)C2=O)c1
  ER stress death: 12.9

COc1ccc(/C=N/NC(=O)C(=O)NCc2ccc(Cl)cc2)cc1
  ER stress death: 15.6

(cont.)
mol | ER stress death
CCOC(=O)Cc1csc(NC(=O)COc2cccc(Cl)c2)n1 | 2.9
O=C(CC(Nc1ccc([N+](=O)[O-])cc1)c1ccc(Br)cc1)c1ccc(Cl)cc1 (stereo not drawn) | -3.0
O=S1(=O)NC(=NC2CCCC2)c2ccccc21 | 7.2
COc1ccc(NC(=O)CN(c2ccc(C)cc2)S(=O)(=O)c2ccc(F)cc2)cc1OC | 9.8
Cc1ccc(-c2nc(N/N=C/c3ccccc3O)c3ccccc3n2)cc1 | -23.7
COc1ccc(NC(=O)N2CCOCC2)c(OC)c1 | -4.9
O=C(c1cccc([N+](=O)[O-])c1)c1ccc2c(c1)C(=O)N(c1ccccc1C(=O)O)C2=O | 7.2
Nc1cc(NCCCC(=O)O)ccc1[N+](=O)[O-] | -1.0
O=C(NCc1ccccn1)C(=O)Nc1ccc(F)cc1 | 11.1
O=C(Nc1ccc2c(c1)OCO2)c1ccc(C#CC2(O)CCCCC2)cc1 | 8.2
O=C(NCC1CCCO1)c1ccc(F)c2ccccc12 (stereo not drawn) | 16.3
CCOC(=O)c1c(NC(=O)c2cc(-c3ccccc3)nc3ccccc23)sc(C(N)=O)c1C | 5.7
CCOC(=O)C1=C(O)/C(=C/c2cc(C)n(-c3ccccc3)c2C)N=C1C | -1.6
Clc1ccccc1-c1ccc(/C=N/Nc2nc(N3CCOCC3)nc(N3CCOCC3)n2)o1 | 15.8
CC(C)(C)C1=NN(C(=O)c2ccccc2)C(O)(C(C)(C)C)C1 (stereo not drawn) | 1.2

The results go on.
mol | ER stress death
Oc1c(Cl)cc(Cl)cc1C=Nc1cccc(C(F)(F)F)c1 | 9.0
CCOC(=O)c1sc(NC(=O)C2COc3ccccc3O2)c(C(=O)OCC)c1C (stereo not drawn) | 6.0
Cc1ccc(C(=O)Nc2ccc(S(=O)(=O)N3CCc4ccccc43)cc2)cc1 | 1.2
COc1cc(/C=C2/C(=O)NN(c3ccccc3)C2=O)ccc1OC(C)=O | 14.6
c1ccc(Cn2c(COc3ccccc3)nc3ccccc32)cc1 | -0.6
CCOc1ccc(C(=O)Nc2ccc([N+](=O)[O-])cc2OC)cc1Br | -2.6
COc1ccc(Cl)cc1C(=O)Nc1ccc2c3c(cccc13)CC2 | 6.4
N/C(=N\S(=O)(=O)c1ccc(Cl)cc1)c1ccc(Cl)cc1 | 6.1
NC(=O)c1cc(NC(=O)c2cccs2)cc(C(N)=O)c1 | 8.7
NS(=O)(=O)c1ccc(-c2ccc(/C=C3\Sc4ccccc4C3=O)o2)cc1 | 5.3
CCCCOC(=O)c1ccc(NC(=O)CSc2nc3ccccc3o2)cc1 | 9.6
O=C(Nc1ccc2ccccc2c1)c1ccccc1C(F)(F)F | 6.7
C=CCn1c(SCC(=O)N2c3ccccc3C(C)(c3ccccc3)CC2(C)C)nnc1-c1ccncc1 (stereo not drawn) | 76.2*
COc1ccccc1NC(=O)CCC1CCCC1 | 6.8
CCc1ccc(NC(=O)c2cc3n(n2)C(C(F)(F)F)CC(c2ccc(Cl)cc2)N3)cc1 (stereo not drawn) | 3.5

(continued)
mol | ER stress death
CS(=O)(=O)N1CCN(C(=O)c2ccccc2F)CC1 | 11.8
O=C(Nc1ccc2c(c1)OCCO2)C(c1ccccc1)c1ccccc1 | 3.2
CCOC(=O)C1=C(CC)NC2=C(C(=O)CCC2)C1c1ccc(-c2ccccc2)cc1 (stereo not drawn) | 9.2
COc1cc(OC)cc(C(=O)N2CCN(Cc3cc(OC)ccc3OC)CC2)c1 | 7.0
C=CCn1c(SCC(=O)NCCO)nc2sc3c(c2c1=O)CCCC3 | 7.2
CCOc1ccccc1/C=N\n1c(C)nnc1C | 8.0
COC(=O)C1=C(C)NC(C)=C(C(=O)OC)C1c1cn(-c2ccccc2)nc1-c1ccc(OC)c(Cl)c1 | -0.8
CCOc1cc(/C=c2\sc3nc4ccccc4n3c2=O)cc(Cl)c1OCCOc1ccccc1C | 2.4
CCN(CC)c1ccc(/C=N\N2CCN(Cc3ccc(C)cc3)CC2)c(O)c1 | 7.3
CN(C)c1ccc(/C=C/C=C/c2cc[n+](CCCS(=O)(=O)[O-])cc2)cc1 | -0.9
N#CC1=C(N)C(C#N)(C#N)C(c2cccc(Br)c2)C=C1C1CC1 (stereo not drawn) | -4.1
O=C(Nc1ncc(Cc2ccc(F)cc2)s1)C1CCCO1 (stereo not drawn) | -3.3
CCN(CC)CCCCOc1ccccc1[N+](=O)[O-] | 0.6
COc1ccc(NC(=S)NCc2cccnc2)cc1 | -1.5
Cc1ccc(NC(=O)CC2S/C(=N\N=C3/CCCc4ccccc43)NC2=O)cc1Cl (stereo not drawn) | 5.9

Continuation.
mol | ER stress death
CC(Oc1ccc(Cl)cc1Cl)C(=O)Nc1ccccn1 (stereo not drawn) | -4.6
CCOc1cc(C(=O)Nc2ccc(OCc3ccccc3)cc2)cc(OCC)c1OCC | 3.0
COc1ccc(CCNC(=S)Nc2cccc(C(F)(F)F)c2)cc1OC | -0.8
CCOC(=O)c1c(NC(=O)COc2ccc(Cl)cc2)sc(C(=O)Nc2ccccc2F)c1C | -2.1
CCOc1ccccc1NC(=O)C(=O)NCc1ccc2c(c1)OCO2 | 11.4
Cc1ccc2ccc3cccc(S(=O)(=O)O)c3c2n1 | 1.0
C=CCOc1c(Cl)cc(/C=C2/C(=O)NN(c3ccc(Br)cc3)C2=O)cc1OC | 9.8
Cc1cc(C)nc(NS(=O)(=O)c2ccc(NC(=O)COc3ccc4ccccc4c3)cc2)n1 | 2.9
Cc1ccc(N(CC(=O)NC(C)c2ccccc2)S(C)(=O)=O)cc1Cl (stereo not drawn) | 6.7
O=C1NC(=O)N(c2ccc(Cl)cc2)C(=O)/C1=C/c1ccc(F)cc1 | 1.3
Cc1cc(=O)[nH]c(SCC(=O)c2ccc(Br)cc2)n1 | 5.4
CCc1ccc(-n2c(C)cc(/C=C3/SC(=S)NC3=O)c2C)cc1 | -2.9
COc1ccc(C2CC(C(F)(F)F)n3nc(C(=O)Nc4cccnc4)cc3N2)cc1 (stereo not drawn) | 2.1
Cc1cc(=O)[nH]c(SCC(=O)c2ccc(Br)cc2)c1C#N | 4.2
Cc1ccccc1C(=O)Nc1sc2c(c1C(=O)O)CCC2 | -5.9

(listing goes on)
mol | ER stress death
Cc1ccc2c(c1)C1(c3ccccc3)Nc3ccc(C)cc3C1(c1ccccc1)N2 (stereo not drawn) | -2.9
C=CCOCCN(C)C1=NS(=O)(=O)c2cc([N+](=O)[O-])ccc21 | 6.4
O=[N+]([O-])c1cc(NS(=O)(=O)Cc2ccccc2)ccc1F | -6.8
O=C(O)C1C2CCC(O2)C1C(=O)NCc1cccs1 (stereo not drawn) | 1.3
CCN(CC)S(=O)(=O)c1ccc(NC(=O)c2ccc(OC)c(I)c2)cc1 | 0.8
CC(=O)Nc1c(C)ccc2nsnc12 | -0.6
CCOC(=O)C(=Cc1cc(OC)c(OC)cc1Br)C(=O)OCC | -5.8
O=C(N/N=C\c1cccc(O)c1)C(=O)N/N=C/c1cccc(O)c1 | -6.8
